Screens: PubChem BioAssay, several laboratories
TRPC4 inh – blocks the mouse TRPC4 cation channel. HEK293 TRPC4beta/mu-opioid, DAMGO-evoked Fluo4 calcium flux; active compounds read low. B-score at 10 µM. Q9QUQ5. 300,000 compounds, 0.39% hits;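 active = B-score over 3 SD under the library average, no early fluorescence shift, positive overall ratio signal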
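test system = HEK293 cells with stable TRPC4beta plus mu-opioid receptor expression | detection = Fluo4 Ca2+ flux fluorescence | read-out = integrated fluorescence ratio relative to baseline, converted to per-well B score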
TRPC6 act – activates the mouse TRPC6 cation channel | Q61143 | HEK293-TRPC6 membrane potential dye fluorescence; active compounds read high | B-score at 10 µM | 310,000 compounds, 0.13% hits | AID 2550;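 active = B-score of the integrated fluorescence ratio above library mean plus 3 SD, and starting fluorescence ratio within library mean plus 5 SD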;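 also: higher score means more depolarization so channel activation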
Target sequence (Q61143 whole entry, looked up): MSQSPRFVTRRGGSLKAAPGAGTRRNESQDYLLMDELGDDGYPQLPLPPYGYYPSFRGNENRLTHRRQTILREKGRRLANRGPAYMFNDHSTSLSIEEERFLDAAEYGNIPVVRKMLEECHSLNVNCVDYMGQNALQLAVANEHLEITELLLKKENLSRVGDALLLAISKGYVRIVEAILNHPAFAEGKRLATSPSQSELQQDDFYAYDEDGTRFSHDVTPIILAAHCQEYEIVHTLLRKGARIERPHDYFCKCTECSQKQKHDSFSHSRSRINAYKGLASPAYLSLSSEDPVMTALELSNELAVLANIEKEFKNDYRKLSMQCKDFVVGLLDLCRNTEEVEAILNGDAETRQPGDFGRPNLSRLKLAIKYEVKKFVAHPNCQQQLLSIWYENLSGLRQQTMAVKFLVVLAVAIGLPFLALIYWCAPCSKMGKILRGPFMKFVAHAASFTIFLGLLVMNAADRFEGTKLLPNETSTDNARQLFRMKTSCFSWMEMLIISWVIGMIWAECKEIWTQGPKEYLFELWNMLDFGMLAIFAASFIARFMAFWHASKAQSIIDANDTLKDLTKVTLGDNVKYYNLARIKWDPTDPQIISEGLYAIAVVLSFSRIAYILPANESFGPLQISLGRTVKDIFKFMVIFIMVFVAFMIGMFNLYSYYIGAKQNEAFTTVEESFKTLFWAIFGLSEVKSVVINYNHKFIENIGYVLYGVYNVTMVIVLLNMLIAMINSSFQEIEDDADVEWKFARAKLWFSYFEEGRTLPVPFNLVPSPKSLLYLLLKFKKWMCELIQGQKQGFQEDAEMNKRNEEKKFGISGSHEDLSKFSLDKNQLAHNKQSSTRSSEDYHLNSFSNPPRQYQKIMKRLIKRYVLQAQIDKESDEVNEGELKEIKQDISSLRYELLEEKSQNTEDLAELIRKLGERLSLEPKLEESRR
MrgX1 antagonist – blocks BAM8-22 activation of human MrgX1 receptor. MRGX1-HEK293 calcium flux, Fluo-4, BAM8-22 antagonism; active compounds read low. B-score at 10 µM. 310,000 compounds, 1.3% hits;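 active = calcium-response B-score plate-corrected more than 3 library SD below zero, starting fluorescence within 5 deviations, no agonist response on first addition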;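 also: peak minus trough fluorescence over baseline after final BAM8-22 challenge near maximal dose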
TRPC6 inh – inhibitors of mouse TRPC6 channel; Q61143; HEK293-TRPC6, membrane potential dye, ACh-evoked depolarization; active compounds read low; B-score at 10 µM; 310,000 compounds, 1.1% hits; AID 2553;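 active = B-score under library mean minus 3 SD, initial fluorescence not abnormally high, positive integrated signal ratio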;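 also: B-score derived from integrated fluorescence ratio over the kinetic read; more negative B-score means stronger inhibition of depolarization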
TRPC4 potent – TRPC4 (mouse) allosteric potentiation. 310,000 compounds, 0.42% hits. AID 2227. HEK293 TRPC4beta/mu-opioid, DAMGO EC20, Fluo-4 Ca2+ flux; active compounds read high. B-score at 10 µM;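 active = B-score of calcium response area above 5 SD of library B-scores, with initial fluorescence ratio within 5 SD of library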;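 also: B-score of integrated fluorescence ratio over time as area under calcium response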
TRPC4 agonist – activators of mouse TRPC4 channel; Q9QUQ5; HEK293 TRPC4beta/mu-opioid, Fluo4 calcium fluorescence; active compounds read high; B-score at 10 µM; 310,000 compounds, 0.49% hits;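 active = B-score above 5 SD of library B-scores, and initial fluorescence ratio not above library mean plus 5 SD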;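 also: positive B-score marks a calcium rise read as TRPC4 activation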
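Material: HEK293 stable line with TRPC4beta plus mu-opioid receptor; technique: Fluo4 calcium-sensitive dye fluorescence, kinetic, 1 Hz baseline; timing: Fluo4 dye loading 45 min at room temperature, 110 s recording; controls: assay buffer as low control, maximal DAMGO as high control; read-out: integrated baseline-normalised fluorescence ratio, converted to per-well B score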
AI-2 QS mod – modulates the Vibrio harveyi AI-2 quorum sensing system. Vibrio harveyi JMH597 AI-2 luminescence/OD600 ratio, 9 h; active compounds read low; strain lacks LuxN and CqsS sensors; 0 = neutral-control median. activity change, % at 7.5 µM. 300,000 compounds, 0.4% hits; in the data active = activity change below about -75%, passing the limit was not always enough;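 also: luminescence divided by OD600 gain over 9 h not by final OD600 alone; inactives centre near 13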
MrgX1 ag – human MrgX1 receptor agonism, primary screen; Q96LB2; MrgX1-HEK293 cells, Fluo-4 calcium fluorescence, agonist mode; active compounds read high; B-score at 10 µM; 310,000 compounds, 0.44% hits; AID 588627;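 active = calcium response B-score plate-corrected fluorescence ratio at least 3 library SD, with starting fluorescence B-score inside 5 SD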
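Material: MrgX1-expressing HEK293 cells; input: 15,000 cells per well; doses: test compound given as first of three sequential additions; schedule: overnight plating before 1 h dye loading; technique: Fluo-4 NW calcium-flux fluorescence, kinetic read; evaluation: baseline-normalised fluorescence change ratio, B-scored; control set: plate-wise positive and negative controls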
HIF activator – HIF pathway transcriptional activation. U2OS HRE-luciferase reporter, luminescence; normalized: DMSO 0%, desferrioxamine 100%. activation, % at 7.5 µM (by protocol). 300,000 compounds, 0.32% hits. AID 1910;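 active = mean activation of at least 10% of the iron chelator positive control signal, with at least half of replicates also reaching 10%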
MrgX1 PAM – allosterically activates human MrgX1 receptor signaling; Q96LB2; 310,000 compounds, 0.63% hits; B-score at 10 µM; MrgX1-HEK293, Fluo-4 calcium flux, FDSS; active compounds read high;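 active = plate-corrected calcium response at least 3 library SD above typical, normal starting fluorescence, not activating the receptor alone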;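 also: compound read alongside a low EC10 to EC30 dose of BAM8-22 agonist; peak minus trough fluorescence over baseline measured at the second addition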
PolyA inh – inhibitors of polyadenylation in S. cerevisiae; S. cerevisiae SKY197-pL101 polyadenylation reporter, beta-gal luminescence; efflux-impaired pdr1/pdr3 knockout yeast; score 100 = 6 SD above DMSO; calls only at 12 µM; 300,000 compounds, 0.02% hits;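 active = lowest replicate activity score at least 50, where 100 means six control SD above control mean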;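 also: yeast exposed to compound for 9 h at 30 °C; higher score means more reporter readthrough which indicates perturbed polyadenylation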
* hit, by the source's call.

Screening Cc1nn(-c2ccccc2)c(C)c1/C=N/NC(=O)c1cc(C(C)(C)C)[nH]n1 returned TRPC4 inh inactive, TRPC6 act inactive, MrgX1 antagonist inactive, TRPC6 inh inactive, TRPC4 potent inactive, TRPC4 agonist inactive, AI-2 QS mod 18, MrgX1 ag inactive, HIF activator 0.2, MrgX1 PAM inactive and PolyA inh inactive.
For CCOC(=O)N1CCN(C(=O)CCCN2C(=O)CSc3nc(C)cc(C)c32)CC1 the results were TRPC4 inh inactive, TRPC6 act inactive, MrgX1 antagonist inactive, TRPC6 inh inactive, TRPC4 potent inactive, TRPC4 agonist inactive, AI-2 QS mod 12, MrgX1 ag inactive, HIF activator 0.1, MrgX1 PAM inactive and PolyA inh inactive.
Cc1nn(C)cc1/C=N/NC(=O)c1ccco1 was read as TRPC4 inh inactive, TRPC6 act inactive, MrgX1 antagonist inactive, TRPC6 inh inactive, TRPC4 potent inactive, TRPC4 agonist inactive, AI-2 QS mod 30, MrgX1 ag inactive, HIF activator 1.1, MrgX1 PAM inactive and PolyA inh inactive.
O=C(O)C1(c2cccc(Cl)c2)CCC1 was read as TRPC4 inh inactive, TRPC6 act inactive, MrgX1 antagonist inactive, TRPC6 inh inactive, TRPC4 potent inactive, TRPC4 agonist inactive, AI-2 QS mod -2, MrgX1 ag inactive, HIF activator -3.3, MrgX1 PAM inactive and PolyA inh inactive.
O=C(Nc1ccc(Br)cc1F)c1ccc2c(c1)OCCO2 was read as TRPC4 inh inactive, TRPC6 act inactive, MrgX1 antagonist inactive, TRPC6 inh inactive, TRPC4 potent inactive, TRPC4 agonist inactive, AI-2 QS mod -3, MrgX1 ag inactive, HIF activator -0.5, MrgX1 PAM inactive and PolyA inh inactive.
CCOc1ccccc1/C=N/Nc1nc2ccccc2o1 was read as TRPC4 inh inactive, TRPC6 act inactive, MrgX1 antagonist inactive, TRPC6 inh inactive, TRPC4 potent inactive, TRPC4 agonist inactive, AI-2 QS mod -4, MrgX1 ag inactive, HIF activator 1.9, MrgX1 PAM inactive and PolyA inh inactive.
For Cc1cc(C)n(CCNS(=O)(=O)c2ccccc2)n1 the results were TRPC4 inh inactive, TRPC6 act inactive, MrgX1 antagonist inactive, TRPC6 inh inactive, TRPC4 potent inactive, TRPC4 agonist inactive, AI-2 QS mod 10, MrgX1 ag inactive, HIF activator -0.2, MrgX1 PAM inactive and PolyA inh inactive.
For CCOC(=O)COn1c(=O)c(-c2ccc(Br)cc2)[n+]([O-])c2ccccc21 the results were TRPC4 inh inactive, TRPC6 act inactive, MrgX1 antagonist inactive, TRPC6 inh inactive, TRPC4 potent inactive, TRPC4 agonist inactive, AI-2 QS mod 1, MrgX1 ag inactive, HIF activator -9.8, MrgX1 PAM inactive and PolyA inh inactive.
CCn1cc(C(=O)Nc2ccccc2C(=O)OC)cn1 was read as TRPC4 inh inactive, TRPC6 act inactive, MrgX1 antagonist inactive, TRPC6 inh inactive, TRPC4 potent inactive, TRPC4 agonist inactive, AI-2 QS mod 19, MrgX1 ag inactive, HIF activator 0.3, MrgX1 PAM inactive and PolyA inh inactive.
Cc1ccc(C)c(NS(=O)(=O)c2cc3c4c(c2)CC(=O)N4CCC3)c1 was read as TRPC4 inh inactive, TRPC6 act inactive, MrgX1 antagonist inactive, TRPC6 inh inactive, TRPC4 potent inactive, TRPC4 agonist inactive, AI-2 QS mod 16, MrgX1 ag inactive, HIF activator -0.4, MrgX1 PAM inactive and PolyA inh inactive.
Screening O=C(N/N=C/c1ccsc1)c1cc2ccccc2o1 returned TRPC4 inh inactive, TRPC6 act inactive, MrgX1 antagonist inactive, TRPC6 inh inactive, TRPC4 potent inactive, TRPC4 agonist inactive, AI-2 QS mod 18, MrgX1 ag inactive, HIF activator 0.6 and MrgX1 PAM inactive.
For Cc1nnc(NC(=O)CSc2nnc(-c3ccco3)o2)s1 the results were TRPC4 inh inactive, TRPC6 act inactive, MrgX1 antagonist inactive, TRPC6 inh inactive, TRPC4 potent inactive, TRPC4 agonist inactive, AI-2 QS mod 30, MrgX1 ag inactive, HIF activator -0.1, MrgX1 PAM inactive and PolyA inh inactive.
`CCCn1nc(C(=O)OCC(=O)Nc2cccc(OC)c2)c2ccccc2c1=O` gave TRPC4 inh inactive, TRPC6 act inactive, MrgX1 antagonist inactive, TRPC6 inh inactive, TRPC4 potent inactive, TRPC4 agonist inactive, AI-2 QS mod 20, MrgX1 ag inactive, HIF activator -0.4, MrgX1 PAM inactive and PolyA inh inactive.
For NC(=O)c1ccccc1NC(=O)c1ccccc1S(=O)(=O)c1ccccc1[N+](=O)[O-] the results were TRPC4 inh inactive, TRPC6 act inactive, MrgX1 antagonist inactive, TRPC6 inh inactive, TRPC4 potent inactive, TRPC4 agonist inactive, AI-2 QS mod 17, MrgX1 ag inactive, HIF activator 0.0, MrgX1 PAM inactive and PolyA inh inactive.
Screening CCOc1ccc(NC(=O)COC(=O)C2(C)CC2(Cl)Cl)c([N+](=O)[O-])c1 (stereo not drawn) returned TRPC4 inh inactive, TRPC6 act inactive, MrgX1 antagonist inactive, TRPC6 inh inactive, TRPC4 potent inactive, TRPC4 agonist inactive, AI-2 QS mod 9, MrgX1 ag inactive, HIF activator -0.2, MrgX1 PAM inactive and PolyA inh inactive.
`COc1ccccc1N1CCN(C(=O)c2ccc(Cl)c(S(=O)(=O)N3CCOCC3)c2)CC1` gave TRPC4 inh inactive, TRPC6 act inactive, MrgX1 antagonist inactive, TRPC6 inh inactive, TRPC4 potent inactive, TRPC4 agonist inactive, AI-2 QS mod 10, MrgX1 ag inactive, HIF activator -0.2, MrgX1 PAM inactive and PolyA inh inactive.
Screening COC(=O)[C@@]1(Cc2ccc(F)cc2)[C@H]2c3cc(C(=O)N(C)C)n(Cc4ccc(OC(F)(F)F)cc4)c3C[C@H]2CN1C(=O)c1ccccc1 returned TRPC4 inh inactive, TRPC6 act inactive, MrgX1 antagonist inactive, TRPC6 inh inactive, TRPC4 potent inactive, TRPC4 agonist inactive, AI-2 QS mod -1, MrgX1 ag inactive, HIF activator 0.3, MrgX1 PAM inactive and PolyA inh inactive.
CCOC(=O)C1(CCOc2ccccc2)CCN(Cc2cccc(OC)c2OC)CC1 was read as TRPC4 inh inactive, TRPC6 act inactive, MrgX1 antagonist inactive, TRPC6 inh inactive, TRPC4 potent inactive, TRPC4 agonist 74*, AI-2 QS mod 18, MrgX1 ag inactive, HIF activator -51, MrgX1 PAM inactive and PolyA inh inactive.
COc1ccccc1NC(=O)Nc1nn(C)c2cccc(N(C)C)c12 was read as TRPC4 inh inactive, TRPC6 act inactive, MrgX1 antagonist inactive, TRPC6 inh inactive, TRPC4 potent inactive, TRPC4 agonist inactive, AI-2 QS mod 12, MrgX1 ag inactive, HIF activator -0.3, MrgX1 PAM inactive and PolyA inh inactive.
Screening COc1cc(NC(=O)CSc2nnc(C)s2)cc(OC)c1OC returned TRPC4 inh inactive, TRPC6 act inactive, MrgX1 antagonist inactive, TRPC6 inh inactive, TRPC4 potent inactive, TRPC4 agonist inactive, AI-2 QS mod 18, MrgX1 ag inactive, HIF activator 0.1, MrgX1 PAM inactive and PolyA inh inactive.
For Cc1nn(C)cc1NC(=O)Cn1nc(C(F)(F)F)cc1C1CC1 the results were TRPC4 inh inactive, TRPC6 act inactive, MrgX1 antagonist inactive, TRPC6 inh inactive, TRPC4 potent inactive, TRPC4 agonist inactive, AI-2 QS mod -3, MrgX1 ag inactive, HIF activator 0.1, MrgX1 PAM inactive and PolyA inh inactive.
CCCCc1cc(=O)oc2cc(OCC(=O)Nc3cccnc3)c(Cl)cc12 was read as TRPC4 inh inactive, TRPC6 act inactive, MrgX1 antagonist inactive, TRPC6 inh inactive, TRPC4 potent inactive, TRPC4 agonist inactive, AI-2 QS mod 3, MrgX1 ag inactive, MrgX1 PAM inactive and PolyA inh inactive.
Screening CCN1CCC2(CC1)N=C(c1ccc(F)cc1)C(=S)N2C(=O)c1ccc(C)cc1 returned TRPC4 inh inactive, TRPC6 act inactive, MrgX1 antagonist inactive, TRPC6 inh inactive, TRPC4 potent inactive, TRPC4 agonist inactive, AI-2 QS mod 23, MrgX1 ag inactive, HIF activator 0.1, MrgX1 PAM inactive and PolyA inh inactive.
Screening Cc1cc(-c2ccc(C)c(S(=O)(=O)NCCc3ccc(S(N)(=O)=O)cc3)c2)on1 returned TRPC4 inh inactive, TRPC6 act inactive, MrgX1 antagonist inactive, TRPC6 inh inactive, TRPC4 potent inactive, TRPC4 agonist inactive, AI-2 QS mod 11, MrgX1 ag inactive, MrgX1 PAM inactive and PolyA inh inactive.
For Cc1c(C)n2c(SCC(=O)NCc3ccc4c(c3)OCO4)nnc2[nH]c1=O the results were TRPC4 inh inactive, TRPC6 act inactive, MrgX1 antagonist inactive, TRPC6 inh inactive, TRPC4 potent inactive, TRPC4 agonist inactive, AI-2 QS mod 31, MrgX1 ag inactive, HIF activator -28, MrgX1 PAM inactive and PolyA inh inactive.
`S=c1[nH]nc(C2CCCCC2)n1/N=C/C(Cl)=C\c1ccccc1` gave TRPC4 inh inactive, TRPC6 act inactive, MrgX1 antagonist inactive, TRPC6 inh inactive, TRPC4 potent inactive, TRPC4 agonist inactive, AI-2 QS mod 21, MrgX1 ag inactive, HIF activator 0.7, MrgX1 PAM inactive and PolyA inh inactive.
CC(C)N(C(=O)c1ccc(C(=O)Nc2ccc([N+](=O)[O-])cc2)cc1)C(C)C was read as TRPC4 inh inactive, TRPC6 act inactive, MrgX1 antagonist inactive, TRPC6 inh inactive, TRPC4 potent inactive, TRPC4 agonist inactive, AI-2 QS mod 9, MrgX1 ag inactive, HIF activator -0.2, MrgX1 PAM inactive and PolyA inh inactive.
Screening O=C1c2ccccc2OCOc2ccccc21 returned TRPC4 inh inactive, TRPC6 act inactive, MrgX1 antagonist inactive, TRPC6 inh inactive, TRPC4 potent inactive, TRPC4 agonist inactive, AI-2 QS mod 12, MrgX1 ag inactive, HIF activator 0.1, MrgX1 PAM inactive and PolyA inh inactive.

Only part of the results is shown (hit frequency here may not be typical).
